Screening results (PubChem BioAssay)
Y pestis TopoI: Yersinia pestis topoisomerase I inhibitors, primary screen, biochemical, cleavage product accumulation, plate reader, single point; DNA topoisomerase I (Yersinia pestis CO92); Y. pestis Topo-I cleavage product accumulation; activity, % at 10 µM; 360,000 compounds, 0.064% hits; AID 504884, 2011; in the data active = activity above about 50%, passing the limit was not always enough; also: inactives centre near 2
TcdB GH inh: TcdB glycohydrolase inhibitors, primary screen, biochemical, single point, plate reader. TcdB glycohydrolase enzymatic assay. inhibition, % at 9.99 µM. 350,000 compounds, 0.24% hits. AID 652162, 2013; in the data active = inhibition above about 10%
SARS 3CLpro inh: SARS-CoV 3CLpro protease inhibitors, primary screen, biochemical, quenched FRET; recombinant SARS-CoV 3CLpro, quenched FRET peptide cleavage; Replicase polyprotein 1ab (Severe acute respiratory syndrome coronavirus), P0C6X7; 290,000 compounds, 0.14% hits; inhibition, % at 6 µM; AID 1706, 2009; in the data active = inhibition above about 12%
Anthrax LF prot: Bacillus anthracis LF protease inhibitors, primary screen, biochemical, multiplex microsphere, MLPCN library | Lethal factor (Bacillus anthracis), P15917 | multiplex microsphere protease cleavage assay | inhibition, % at 10 µM | 360,000 compounds, 0.12% hits | AID 588501, 2011; in the data active = inhibition above about 30%; also: plate controls were buffer without enzyme for full effect and enzyme alone for no effect
Target sequence (P15917 whole entry, looked up): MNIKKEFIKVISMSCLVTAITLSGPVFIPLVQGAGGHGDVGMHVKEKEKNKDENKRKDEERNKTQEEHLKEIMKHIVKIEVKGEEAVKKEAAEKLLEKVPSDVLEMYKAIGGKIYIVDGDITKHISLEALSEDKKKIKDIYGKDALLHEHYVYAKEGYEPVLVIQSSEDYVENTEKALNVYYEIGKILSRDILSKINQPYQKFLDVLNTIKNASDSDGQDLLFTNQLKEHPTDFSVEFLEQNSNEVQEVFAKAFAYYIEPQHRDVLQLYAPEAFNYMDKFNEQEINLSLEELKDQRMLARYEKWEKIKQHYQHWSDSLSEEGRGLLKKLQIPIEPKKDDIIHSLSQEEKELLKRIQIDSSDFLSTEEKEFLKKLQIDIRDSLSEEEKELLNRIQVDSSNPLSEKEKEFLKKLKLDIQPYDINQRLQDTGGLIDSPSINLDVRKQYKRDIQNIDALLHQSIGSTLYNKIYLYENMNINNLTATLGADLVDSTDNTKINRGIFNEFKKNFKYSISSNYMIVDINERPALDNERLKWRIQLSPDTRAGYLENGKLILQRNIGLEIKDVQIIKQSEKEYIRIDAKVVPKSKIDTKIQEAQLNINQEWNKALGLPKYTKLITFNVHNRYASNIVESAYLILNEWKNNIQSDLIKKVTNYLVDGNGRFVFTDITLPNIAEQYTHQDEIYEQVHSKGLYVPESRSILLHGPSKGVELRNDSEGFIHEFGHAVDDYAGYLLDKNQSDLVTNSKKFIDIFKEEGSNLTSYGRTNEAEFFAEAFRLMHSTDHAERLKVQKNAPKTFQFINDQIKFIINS
MazEF act: activators of E. coli MazEF toxin-antitoxin RNase, primary screen, biochemical, fluorescence, uHTS; Endoribonuclease toxin MazF (Escherichia coli (strain K12)), P0AE70; AID 504720, 2011; FAM/BHQ RNA-DNA oligo cleavage fluorescence, 5 h; 350,000 compounds, 0.32% hits; activation, % at 20 µM; in the data active = activation above about 50%
Target sequence (P0AE70 whole entry, looked up): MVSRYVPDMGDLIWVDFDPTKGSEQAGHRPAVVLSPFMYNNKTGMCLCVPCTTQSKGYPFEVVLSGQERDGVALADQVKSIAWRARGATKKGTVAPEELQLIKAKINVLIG
DUSP3 inh: VHR1 phosphatase inhibitors, primary screen, biochemical, absorbance, uHTS; AID 1654, 2009; 290,000 compounds, 0.52% hits; Dual specificity protein phosphatase 3 (Homo sapiens), P51452; recombinant VHR phosphatase, pNPP absorbance; inhibition, % at 13.3 µM; in the data active = inhibition above about 50%; also: some compounds called inactive have numbers as strong as hits
Target sequence (P51452 whole entry, looked up): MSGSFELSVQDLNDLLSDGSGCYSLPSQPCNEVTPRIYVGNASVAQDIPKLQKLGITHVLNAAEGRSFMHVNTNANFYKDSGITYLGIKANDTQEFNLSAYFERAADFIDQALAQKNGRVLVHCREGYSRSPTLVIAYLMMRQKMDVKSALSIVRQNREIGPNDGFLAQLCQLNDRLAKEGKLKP
BH1578 lux ind: inducers of Vibrio cholerae quorum light production without autoinducers, primary screen, BH1578 luxS cqsA deficient, single point. AID 588436, 2011. activation, % at 18.7 µM. 350,000 compounds, 0.16% hits. V. cholerae BH1578 lux reporter, luminescence, 6 h; in the data active = activation mostly above about 9.7%, no sharp cut-off; also: not every result past the cut was called active; inactives centre near 0; reference of the scale not given here
Rv3671c inh: Rv3671c serine protease inhibitors, primary screen, biochemical, fluorescence polarization, M. tuberculosis H37Rv; P9WHR9; inhibition, % at 5.96 µM; 320,000 compounds, 0.048% hits; AID 2606, 2010; in the data active = inhibition above about 38%;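 also: extracellular domain of Rv3671c used as enzyme; 0% = enzyme with DMSO and 100% = no enzyme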
PfHsp40 rescue: rescue of yeast from PfHsp40 toxicity, primary screen, S. cerevisiae, ATP luminescence | S. cerevisiae expressing PfHsp40, growth rescue | growth rescue, % at 12.5 µM | 340,000 compounds, 0.68% hits | AID 504582, 2011; in the data active = growth rescue above about 28%, passing the limit was not always enough;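 also: yeast W303a lacking pdr1 and pdr3 grown in galactose medium; growth measured after three days at 30 °C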
PriA SSB inh: inhibitors of Klebsiella pneumoniae PriA binding to SSB C-terminal tail, primary screen, biochemical, AlphaScreen | PriA–SSB C-terminal tail interaction (Klebsiella pneumoniae) | AlphaScreen SSBct-PriA binding, biotinylated peptide | inhibition, % at 33 µM | 430,000 compounds, 0.6% hits | AID 1272365, 2023; in the data active = inhibition mostly above about 37%, no sharp cut-off; inactive = mostly below about 20%;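 also: plate controls were negative control peptide for no effect and reference peptide for full effect; strong numbers were not always called active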
Starred values were filed as active, the others as inactive; i = inactive; · = not tested or not shown; & = joins results of further samples.

Results follow in this order: Y pestis TopoI	TcdB GH inh	SARS 3CLpro inh	Anthrax LF prot	MazEF act	DUSP3 inh	BH1578 lux ind	Rv3671c inh	PfHsp40 rescue	PriA SSB inh
- O=C(CN1CCN(Cc2ccccc2Cl)C1=O)NCCCN1CCOCC1
→ 2	0.9	0	-2	-5	8	-0.2	-2	0.6	-7
- O=C(NCc1ccco1)c1ccc2c(=O)n(-c3ccccc3)c(=O)n(Cc3cccc(F)c3)c2c1
→ 3	0.1	-6	-1	·	-7	-0.4	-9	-1.2	·
- O=C(O)c1ccc(C(=O)c2ccc3c(c2)C(=O)N(CCO)C3=O)cc1
→ -1	0.8	1	-4	3	4	-0.1	2	-0.4	-4
- Cc1nnc(NC(=O)CSc2nnc(C)n2-c2ccc(F)cc2)s1
→ -1	1.5	5	3	7	47	i	4	-1.9	2
- CN(CCCNC(=O)c1cccn2c(=O)c3ccccc3nc12)Cc1ccccc1
→ 8	·	-1	7	-8	21	2.9	1	-0.8	-3
- Cc1cccc(N2CCN(C(=O)c3cccc(S(=O)(=O)N4CCOCC4)c3)CC2)c1C
→ 20	1.8	·	-6	6	·	i	·	-1.5	4
- CCCCNC(=O)Nc1ccc(Br)cn1
→ -9	·	-1	-7	-8	8	i	-6	-0.2	-6
- Cc1ccc(C)c(NC(=S)N=Nc2c(O)n(C)c3ccc(S(=O)(=O)N4CCOCC4)cc23)c1
→ -7	0.4	1	-2	4	7	-0.5	12	-1.1	-5
- COCCN1C(=O)N(c2ccccc2)C(=O)C1CC(=O)Nc1cc(OC)cc(OC)c1 (centres undefined)
→ 2	1.0	-2	-6	-1	0	-0.2	6	0.4	-9
- Cc1nn(Cc2ccccc2)c(C)c1C(=O)NCc1ccccc1
→ 0	2.3	-2	1	6	26	-0.2	6	-0.8	-8
- CC(=O)c1ccc(S(=O)(=O)N2CCN(C(=O)c3ccc(N)c([N+](=O)[O-])c3)CC2)cc1
→ -5	0.4	·	1	5	·	i	7	-0.8	10
- C=CCn1c(CCc2ccc(OC(C)C)cc2)n[nH]c1=S
→ -9	0.6	-3	0	8	-5	3.0	7	-1.1	2
- Cc1ccc2c(CN3CCCCC3CCO)cc(=O)oc2c1 (centres undefined)
→ 4	-1.2	0	5	-5	19	i	11	1.1	0
- CCC(=O)c1ccc(OCC(=O)OCC(=O)NCC2CCCCC2)cc1
→ 9	4.9	·	-2	7	·	i	2	-1.4	-13
- Nc1c(C(=O)NCc2ccc3c(c2)OCO3)nnn1CC(=O)Nc1ccc(Br)cc1
→ 37	0.1	8	1	90*	-17	-0.3	-17	-0.5	2
- COc1ccc(CC(=O)NCC(=O)N=Nc2c(O)[nH]c3ccccc23)cc1
→ 0	2.1	1	-2	9	33	0.6	-2	0.7	-13
- COCCNC(=O)C(c1ccc(F)cc1)N(C(=O)CCC(=O)Nc1ccccn1)C1CCCCC1 (centres undefined)
→ 11	1.3	-6	10	-4	20	-0.5	-5	-0.1	-2
- COc1ccccc1CNC(=O)CC12CC3CC(CC(Br)(C3)C1)C2
→ 19	1.6	-2	-10	-29	20	-0.5	-10	-0.2	-10
- COCc1c(C(=O)N2CCN(c3ccc(C(F)(F)F)cn3)CC2)oc2ccccc12
→ 12	·	3	0	-13	0	-1.5	1	16	-25
- Cc1ccc(NC(=O)Cn2cnc3sc(C(=O)NCc4ccco4)c(C)c3c2=O)cc1Cl
→ -4	·	1	-6	-9	23	-0.5	-18	0.1	-10

Four of these compounds in a different format:
C=CCn1c(CCc2ccc(OC(C)C)cc2)n[nH]c1=S
  Y pestis TopoI: -9; TcdB GH inh: 0.6; SARS 3CLpro inh: -3; Anthrax LF prot: 0; MazEF act: 8; DUSP3 inh: -5; BH1578 lux ind: 3.0; Rv3671c inh: 7; PfHsp40 rescue: -1.1; PriA SSB inh: 2

Nc1c(C(=O)NCc2ccc3c(c2)OCO3)nnn1CC(=O)Nc1ccc(Br)cc1
  Y pestis TopoI: 37; TcdB GH inh: 0.1; SARS 3CLpro inh: 8; Anthrax LF prot: 1; MazEF act: 90*; DUSP3 inh: -17; BH1578 lux ind: -0.3; Rv3671c inh: -17; PfHsp40 rescue: -0.5; PriA SSB inh: 2

COCc1c(C(=O)N2CCN(c3ccc(C(F)(F)F)cn3)CC2)oc2ccccc12
  Y pestis TopoI: 12; TcdB GH inh: ·; SARS 3CLpro inh: 3; Anthrax LF prot: 0; MazEF act: -13; DUSP3 inh: 0; BH1578 lux ind: -1.5; Rv3671c inh: 1; PfHsp40 rescue: 16; PriA SSB inh: -25

COc1ccc(CC(=O)NCC(=O)N=Nc2c(O)[nH]c3ccccc23)cc1
  Y pestis TopoI: 0; TcdB GH inh: 2.1; SARS 3CLpro inh: 1; Anthrax LF prot: -2; MazEF act: 9; DUSP3 inh: 33; BH1578 lux ind: 0.6; Rv3671c inh: -2; PfHsp40 rescue: 0.7; PriA SSB inh: -13

Further results.
Results follow in this order: Y pestis TopoI	TcdB GH inh	SARS 3CLpro inh	Anthrax LF prot	MazEF act	DUSP3 inh	BH1578 lux ind	Rv3671c inh	PfHsp40 rescue	PriA SSB inh
- O=C(CC1C(=O)OCN1C(=O)OCc1ccccc1)OCC(=O)c1ccccc1 (centres undefined)
→ 7	·	3	-3	3	29	i	-10	0.5	-7
- Cc1cccc(Cn2cccc2/C=C2/C(=N)N3C=CSC3=NC2=O)c1
→ 15	·	-4	1	23	8	-0.2	-18	-0.8	8
- N=c1ccn(CC(=O)NC(N)=O)c2ccccc12
→ 6	1.1	2	-3	2	17	i	-6	0.6	-12
- C=C(C)C(=O)Nc1cccc(C2=NOC3(C2)C[C@@H](C(N)=O)N(C(=O)c2cc([N+](=O)[O-])cc([N+](=O)[O-])c2)C3)c1 (some centres undefined)
→ -2	·	·	-2	9	26	i	-3	-0.9	9
- COc1cccc(N2CC(O)=C(c3ccccc3)C2=N)c1
→ -5	·	-4	-3	7	6	0.5	1	-0.3	0
- Cc1cccc(NC(=O)COC(=O)COc2ccc3c(c2)CCC3)c1
→ 12	0.4	·	5	7	·	i	0	-0.7	0
- CCOC(=O)N1CCN(C(=O)CS(=O)(=O)c2cn(Cc3ccc(F)cc3)c3ccccc23)CC1
→ 24	0.8	·	-3	-5	6	-0.3	-2	-0.4	-11&-7
- O=C1Cc2cc(NS(=O)(=O)c3cc(F)ccc3F)cc3c2N1CCC3
→ -1	·	·	·	4	·	-0.3	4	-0.1	3
- COc1cc(/C=N/NC(=O)CN2CC(c3ccccc3)CC2=O)ccc1OC(=O)N(C)C (centres undefined)
→ 17	·	1	-6	-6	23	i	-4	-0.9	·
- CCNC(=S)N1CCC(NC(=O)c2ccco2)CC1
→ 9	1.1	6	2	-21	4	-0.4	-4	2.8	-2

Ordered by formula weight (rising): three of the compounds above
Results follow in this order: Y pestis TopoI	TcdB GH inh	SARS 3CLpro inh	Anthrax LF prot	MazEF act	DUSP3 inh	BH1578 lux ind	Rv3671c inh	PfHsp40 rescue	PriA SSB inh
- CCNC(=S)N1CCC(NC(=O)c2ccco2)CC1
→ 9	1.1	6	2	-21	4	-0.4	-4	2.8	-2
- O=C(CC1C(=O)OCN1C(=O)OCc1ccccc1)OCC(=O)c1ccccc1 (centres undefined)
→ 7	·	3	-3	3	29	i	-10	0.5	-7
- COc1cc(/C=N/NC(=O)CN2CC(c3ccccc3)CC2=O)ccc1OC(=O)N(C)C (centres undefined)
→ 17	·	1	-6	-6	23	i	-4	-0.9	·

(listing goes on)
Results follow in this order: Y pestis TopoI	TcdB GH inh	SARS 3CLpro inh	Anthrax LF prot	MazEF act	DUSP3 inh	BH1578 lux ind	Rv3671c inh	PfHsp40 rescue	PriA SSB inh
- Cn1c(-c2ccc(F)cc2)cc2onc(-c3ccccc3Cl)c2c1=O
→ 8	-1.3	·	4	7	·	-0.9	6	-1.1	8
- Cc1cccc(CCNC(=O)CCNC(=O)Cn2ccc3ccccc3c2=O)c1
→ 3	·	2	-2	-8	0	i	4	0.2	1
- COC(=O)c1[nH]c2ccc(Cl)cc2c1NC(=O)C1CC1
→ 0	·	-1	2	-4	10	i	2	-1.4	-20
- CC1=C(C(=O)OCCOC(C)C)C(c2cc3c(cc2Br)OCO3)CC(=O)N1 (centres undefined)
→ -7	·	0	-3	2	-4	1.6	-1	1.3	-21
- CSc1nncc(/C(C)=N/O)n1
→ 6	0.4	6	-8	9	-1	-0.3	-14	0.3	·
- O=C(Nc1ccc(S(=O)(=O)Nc2nccs2)cc1)c1ccc(S(=O)(=O)N2CCOCC2)cc1
→ -9	·	2	1	3	2	-0.3	7	1.9	2&-9
- COC(=O)c1ccc(NC(=O)Cn2nc(C)c3ccccc3c2=O)cc1
→ 2	0.7	0	-13	10	9	i	2	-0.5	4
- Cn1c(SCc2nnc(-c3ccccc3Br)o2)nc2sc3c(c2c1=O)CCC3
→ 25	·	3	-8	-12	0	i	-19	6.4	-5
- CCN1CCN(Cc2ccc(NC(=O)c3cc(NC(=O)c4cc5cccc(OC)c5o4)cc(OC)c3)cc2C(F)(F)F)CC1
→ -26&-11	1.0&1.0	·	-2&-2	-54&-40	15	0.2&-0.6	-72	-0.2	73*
- CCOC(=O)C1CCN(C(=O)COc2ccc3c(c2)OCO3)CC1
→ -10	0.0	0	1	13	17	1.1	-1	-0.7	-17

Brought forward from above: two compounds; new compounds follow.
Results follow in this order: Y pestis TopoI	TcdB GH inh	SARS 3CLpro inh	Anthrax LF prot	MazEF act	DUSP3 inh	BH1578 lux ind	Rv3671c inh	PfHsp40 rescue	PriA SSB inh
- CCN1CCN(Cc2ccc(NC(=O)c3cc(NC(=O)c4cc5cccc(OC)c5o4)cc(OC)c3)cc2C(F)(F)F)CC1
→ -26&-11	1.0&1.0	·	-2&-2	-54&-40	15	0.2&-0.6	-72	-0.2	73*
- CCOC(=O)C1CCN(C(=O)COc2ccc3c(c2)OCO3)CC1
→ -10	0.0	0	1	13	17	1.1	-1	-0.7	-17
- COc1ccc2nc(C)cc(Nc3ccc(C)cc3)c2c1
→ 7	2.2	4	8	15	20	i	·	-0.3	0
- COc1ccc(C(=O)NC(C)c2ccncc2)cc1S(=O)(=O)N(C)Cc1ccccc1 (centres undefined)
→ 15	0.1	·	-5	5	·	-0.5	-5	0.2	-3
- COc1ccc(CN=Cc2c(C(=O)O)[nH]c3ccccc23)cc1
→ 9	2.0	4	-6	4	38	-0.3	-1	0.2	-2
- O=c1cc(-c2ccccc2)[nH]n1-c1ccc([N+](=O)[O-])cc1
→ -29	-0.1	11	-7	-3	29	-0.3	-11	-0.6	27
- CCOC(=O)C1=CNS(=O)(=O)NC1CCc1ccccc1 (centres undefined)
→ -5	0.4	·	0	0	·	-1.1	·	-2.1	-9
- CCC1CCCCN1CCCNC(=O)c1ccc2nc(N3CCCCC3)sc2c1 (centres undefined)
→ -6	1.3	0	-2	11	24	i	-4	-0.3	-7
- CCOc1ccc(S(=O)(=O)NCCC(=O)N2CC(C)OC(C)C2)cc1 (centres undefined)
→ 3	0.4	·	6	1	·	0.7	6	-1.3	-6
- CC(C)c1nc2oc3c(=O)[nH]cnc3c2c2c1CCC2
→ 2	·	-6	-4	6	3	-1.7	1	0.1	1
- Nc1c(C(=O)NCCN2CCOCC2)c2nc3ccccc3nc2n1CCc1ccccc1
→ -9	·	1	8	-6	11	3.0	2	0.8	-10

Not all compounds are listed (hit frequency here may not be typical).
